Source: PubChem
Lipid storage S3: qHTS Assay for Lipid Storage Modulators in Drosophila S3 Cells; Drosophila S3 cells, BODIPY lipid droplet fluorescence, 18-24 h; cells fed with added oleic acid; lipid storage change, negative = inhibition, % at the top dose, mostly 46.1 µM; hits show Potency in µM; 320,000 compounds, 0.64% hits; active = well fitted inhibition curve with a large enough effect in the signal ratio, with a control signal flat, not every such curve was filed as active; inconclusive = small, poorly fitted or top-dose-only effect, or effect the other way, or a change in a side signal; the % refers to the signal ratio
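Drosophila S3 cells loaded with oleic acid (400 uM, as added) and compounds at several concentrations; lipid droplets imaged by 488-nm laser-scanning cytometry, 500–530 nm intensity and object ratio to cell channel. Percent activity normalized to 20 uM Triacsin C.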
Lipid storage S3 cell count max: also measured in Lipid storage S3; calls as there; cell number change, %; measured here: cell count max response;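 cells counted by Cell Tracker Red CMTPX staining in the red channel; peak over a dose series mostly up to 46.1 µM; percent activity relative to internal control wells on each plate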
* hit, by the source's call; i = inactive; ? = inconclusive; . = no result given. % is set by controls: 0 for no effect and ±100 for the full control effect; potency is the fitted concentration of half-maximal effect. A portion of the library, so the mix of outcomes need not match the whole.

Results follow in this order: Lipid storage S3	Lipid storage S3 cell count max
CN(C)CCCN(C(=O)c1ccc(S(=O)(=O)N2CCCC2)cc1)c1nc2ccc(Br)cc2s1
    i	21
O=C(Nc1cc2ccccc2oc1=O)c1ccccc1
    ?	.
CCOC(=O)C(C)Oc1cccc2c(=O)n(CC(=O)Nc3ccc(OCC)cc3)ccc12 (centres undefined)
    ?	.
O=C(COC(=O)c1ccc2ncsc2c1)Nc1cc(Cl)ccc1F
    i	-7
COc1cccc(/C=C/c2ccc3cccc(O)c3n2)c1
    ?	.
O=C1NC(Cc2c[nH]c3ccccc23)C(=O)N1Cc1ccc(CN2C(=O)NC(Cc3c[nH]c4ccccc34)C2=O)cc1 (centres undefined)
    -13%	-1
CCOC(=O)c1c(-c2ccc(C)o2)csc1NC(=O)CSc1ncn[nH]1
    i	.
COC(=O)c1cc(NC(=O)CN2CCOCC2)cc(C(=O)OC)c1
    ?	.
COc1cc(/C=C/C(=O)OCC(=O)NCCc2ccc(S(N)(=O)=O)cc2)ccc1OCC#N
    ?	.
COCCN(C(=O)C(C)C)c1nnc(-c2cccc(C)c2)s1
    ?	.

Part of the list above, set out differently:
> O=C1NC(Cc2c[nH]c3ccccc23)C(=O)N1Cc1ccc(CN2C(=O)NC(Cc3c[nH]c4ccccc34)C2=O)cc1 (centres undefined)
  Lipid storage S3: -13% | Lipid storage S3 cell count max: -1
> CCOC(=O)c1c(-c2ccc(C)o2)csc1NC(=O)CSc1ncn[nH]1
  Lipid storage S3: i | Lipid storage S3 cell count max: .
> COC(=O)c1cc(NC(=O)CN2CCOCC2)cc(C(=O)OC)c1
  Lipid storage S3: ? | Lipid storage S3 cell count max: .
> COc1cc(/C=C/C(=O)OCC(=O)NCCc2ccc(S(N)(=O)=O)cc2)ccc1OCC#N
  Lipid storage S3: ? | Lipid storage S3 cell count max: .

Next structures:
Results follow in this order: Lipid storage S3	Lipid storage S3 cell count max
Cc1ccc(-n2nc3ccc(NC(=O)c4cccc([N+](=O)[O-])c4C)cc3n2)cc1
    ?	.
CCOC(=O)[C@@H]1[C@H]2COc3ccccc3[C@@H]2N2C(=O)N(c3ccc(Cl)cc3)C(=O)[C@]12C
    ?	.
Cc1ccc(NC2CCCN(C(=O)c3ccc(C)c(N4CCNC4=O)c3)C2)cc1C (centres undefined)
    ?	.
Cc1ccc(N2CCN(/N=C/c3sccc3C)CC2)cc1
    ?	.
Clc1ccc(Cn2ccc3ccccc32)cn1
    -13%	-11
O=C(NCc1ccccn1)c1cc(S(=O)(=O)N2CCN(c3ccccc3)CC2)ccc1Cl
    14%	-7
CCCC(=O)Nc1ccc(Cl)c(NC(=S)NC(=O)c2ccco2)c1
    6%	-2
COc1ccc(/C=C/C2=NN(Cc3ccccc3)C(=O)CC2)cc1
    ?	.
CSc1ncccc1C(=O)OCC(=O)N(CC(C)C)c1c(N)n(Cc2ccccc2)c(=O)[nH]c1=O
    ?	.
COc1cccc(-c2nnn(C/C(N)=N/O)n2)c1
    -4%	-4
COC(=O)c1cc(=O)n(Cc2cccs2)c(=Nc2ccccc2)s1
    ?	.
Cc1ccc(C#N)c(SCC(=O)Nc2nccs2)n1
    -13%	-3
C/C(=N\NC(=O)c1cc(C)[nH]n1)c1cccs1
    ?	.
COc1ccc(CN2CCCC(C(=O)c3cccc(C(F)(F)F)c3)C2)cc1O (centres undefined)
    14%	1
CCCCN(C(=O)c1ccc(-c2ccc(Cl)cc2)o1)c1c(N)n(CC(C)C)c(=O)[nH]c1=O
    ?	.
O=C(O)CSc1nnc(-c2cccs2)n1-c1ccc(Cl)cc1
    ?	.
COc1cc(C2NC(=O)NC(C)=C2C(=O)OCC2CCCCC2)cc(Cl)c1O (centres undefined)
    ?	.
CC1(C)CC(=O)c2cc(OCC(=O)N3CCN(c4ccccc4F)CC3)ccc2O1
    12%	.
Cc1ccc(NC(=S)NC2CCCC2)cc1
    13%	-2
CC(Sc1nncn1C)C(=O)Nc1ccc(S(N)(=O)=O)cc1 (centres undefined)
    3%	11
COc1ccc(-[n+]2c(C)cc(/C=C3\Sc4ccccc4N3C)cc2C)cc1
    ?	.
O=C(Nc1ccc(C(=O)O)cc1)/C(=C\C=C\c1ccccc1)NC(=O)c1ccccc1Br
    -29%	4
Cc1ccc(NC(=O)N[C@@H](CC(C)C)C(=O)O)c(C)c1
    ?	.
CC1CCN(c2ncnc3c2cnn3Cc2ccc(Cl)cc2)CC1
    ?	.
CNc1nc(C)cc(C)c1S(=O)(=O)c1ccc(C)cc1
    ?	.
O=C(NCCS(=O)(=O)N1CCN(c2ccccc2F)CC1)C1CC(=O)N(c2ccc(F)cc2)C1 (centres undefined)
    -8%	19
CC(=O)Nc1ccc2c(CSc3nncs3)cc(=O)oc2c1
    ?	.
Cc1ccc(N2CC(C(=O)NCC3CCCO3)CC2=O)cc1Cl (centres undefined)
    11%	1
N=C(N)SCc1ccccc1Cl
    5%	.
O=C(NCCN1CCN(S(=O)(=O)c2ccc(F)cc2)CC1)C(=O)NCc1ccccc1
    i	.
Cc1cc(C)n2c(SCC(=O)Nc3ncc(C(F)(F)F)cc3Cl)nnc2n1
    ?	.
CC(C)C(OC(=O)c1ccco1)C(=O)NCc1ccccc1 (centres undefined)
    i	-3
CCOC(=O)c1c(C)[nH]c(C)c1C(=O)CSc1nnc(N)s1
    18%	.
O=C1CN=C(Nc2ccc(Cl)cc2)N1c1ccccc1
    ?	.
Cc1c(-n2c(=O)n(Cc3ccccc3)c(=O)c3[nH]cnc32)cccc1S(C)=O (centres undefined)
    ?	.
Cc1ccccc1NS(=O)(=O)c1ccc(C(=O)N2CCCC(C(F)(F)F)C2)cc1 (centres undefined)
    ?	.
CC(C)(O)[C@H](O)COc1c2ccoc2cc2oc(=O)ccc12
    ?	.
O=C(c1ccc(S(=O)(=O)N2CCCCC2)cc1)c1nnc(-c2ccc(Cl)cc2)o1
    ?	.
Nc1nonc1C(=O)NCCNC(=O)c1cccc(Cl)c1
    ?	.
CCn1ncc(CNC(=O)C2(C)CC2(Cl)Cl)c1C (centres undefined)
    -1%	14
COC(=O)c1ccc(NC(=O)Cn2nnc(-c3cccs3)n2)cc1
    ?	.
Cc1cc2nc3c(=O)[nH]c(=S)[nH]c3nc2cc1NC(=O)C(F)(F)F
    ?	.
O=C(O)c1cccc(NC(=O)c2ccc(N3C(=O)c4ccc(C(=O)Nc5cccc(C(=O)O)c5)cc4C3=O)cc2)c1
    ?	.
Cc1cc(=O)n(CCO)c(O)c1C#N
    ?	.
COc1ccc(CC(=O)Nc2nn(C)c3nc4c(C)cccc4cc23)cc1
    9%	-4
Cc1c(C(=O)N2CCN(c3ccccc3F)CC2)sc2nc(-c3ccccc3)cn12
    -6%	-17
CSc1c(C#N)c(N)nc2sc(C(=O)c3ccc(Cl)c(Cl)c3)c(N)c12
    ?	.
O=C(OCC(=O)N1CCc2ccccc2C1)c1ccc(OC(F)F)cc1
    ?	.
O=C(c1ccc(Cl)cc1)N1CCC(O)(CSc2ccc(Cl)cc2)CC1
    ?	.
Cc1ccc(NC(=O)CCSc2nnnn2-c2ccc3c(c2)OCO3)cc1C
    ?	.

Additional results follow:
Results follow in this order: Lipid storage S3	Lipid storage S3 cell count max
CCOC(=O)c1ccccc1N=Cc1c(O)c2ccccc2oc1=O
    ?	.
CCOc1ccc(NS(=O)(=O)c2ccc(C(=O)NCc3ccncc3)cc2)cc1
    ?	.
Cc1nc(SC(C)C(=O)c2c(N)n(C)c(=O)n(C)c2=O)c2c(C)c(C)sc2n1 (centres undefined)
    ?	.
CC(Oc1ccc(Cl)cc1Cl)C(=O)NNC(=O)C(=O)N1CCCC1 (centres undefined)
    i	15
O=C(O)c1csc(-c2ccc(Cl)cc2)n1
    2%	20
OCCCCNCc1ccc(OCc2ccccc2)cc1
    -3%	5
Cc1ccc(OCC(=O)OCC(=O)N2c3ccccc3CC2C)cc1C (centres undefined)
    ?	.
CC(C)OC(=O)CN1CCN(c2ccc(Cl)cc2)CC1
    ?	.
CCOC(=O)N1CCN(C(=O)CSCc2ccc(Cl)cc2)CC1
    1%	-15
CC(=O)N1c2c(cc(Br)cc2S(=O)(=O)Nc2c(C)n(C)n(-c3ccccc3)c2=O)CC1C (centres undefined)
    5%	8

3 compounds out of the list above, arranged by the value under Lipid storage S3 cell count max, falling.
mol	Lipid storage S3 cell count max
COc1ccc(CN2CCCC(C(=O)c3cccc(C(F)(F)F)c3)C2)cc1O (centres undefined)	1
CCCC(=O)Nc1ccc(Cl)c(NC(=S)NC(=O)c2ccco2)c1	-2
Clc1ccc(Cn2ccc3ccccc32)cn1	-11

The list continues:
Results follow in this order: Lipid storage S3	Lipid storage S3 cell count max
CSc1nc(NCc2ccco2)c2c3c(sc2n1)CN(C)CC3
    ?	.
Cc1cc(OCC(=O)N(C)C2CCCCC2)ccc1Cl
    4%	11
CCOc1ccc(OCCNC(=O)c2cc(C3CC3)nc3c2cnn3C(C)C)cc1
    ?	.
COC(=O)c1n[nH]c2ccccc12
    12%	-8
Cc1[nH]c2ccccc2c1C(=O)C(=O)N1CCN(c2ccccc2Cl)CC1
    ?	.
COc1cc(/C=C2\SC(=Nc3ccccc3)N(Cc3ccco3)C2=O)ccc1OC(C)C(=O)O (centres undefined)
    ?	.
Cc1oc(C(C)(C)C)cc1C(=O)Nc1ccc2c(c1)OCO2
    -6%	-2
O=C1OC(c2ccc(Cl)cc2)/C(=C(/O)c2ccccc2)C1=O (centres undefined)
    17%	6
CCN(CC)S(=O)(=O)c1ccc(N2CCOCC2)c(NC(=O)c2cc(=O)[nH]c3ccccc23)c1
    ?	.
COc1ccc(/C(O)=C2/C(=O)C(=O)N(c3ncccn3)C2c2ccc(OC)c(OC)c2)cc1 (centres undefined)
    ?	.
Cc1ccc(CS(=O)(=O)c2cn(CC(=O)N3CCOCC3)c3ccccc23)cc1
    ?	.
COc1ccc(S(=O)(=O)NC2CC(=O)N(c3ccccc3)C2)cc1C (centres undefined)
    i	.
Cc1cc(Nc2ccccc2Cl)n2nnnc2n1
    ?	.
CCN(CC)CCNC(=O)c1ccc(NC(=O)c2ccc(C(=O)c3ccccc3)cc2)cc1
    ?	.
CC(C)CCNc1nc(N)c([N+](=O)[O-])c(NC2CCCCC2)n1
    ?	.
Cc1cc(C)c(S(=O)(=O)NCc2csc(C)n2)c(C)c1
    -7%	-23
O=C(NCc1ccccc1F)C(=O)NCC1CCCN1S(=O)(=O)c1cccs1 (centres undefined)
    ?	.
Cc1ccc(C(C)C)c(OCCNC(=O)c2cncc(Br)c2)c1
    ?	.
COc1ccc(CCNC(=O)CS(=O)Cc2nc(-c3ccccc3F)oc2C)cc1OC (centres undefined)
    ?	.
Cc1ccccc1C(=O)N1CCC(C(N)=O)CC1
    ?	.
Cc1ccccc1CN1CCc2cc([N+](=O)[O-])ccc21
    i	9
CS(=O)(=O)c1ccc(-c2nnn(CC(=O)N3CCCCC3)n2)cc1
    9%	6
O=C(NCc1ccccc1)c1cc2ccc(O)cc2oc1=O
    ?	.
CCN(Cc1cccs1)C(=O)c1cccc(S(=O)(=O)N2CCN(C)CC2)c1
    ?	.
COc1ccc(CC(=O)O/N=C(\N)c2ccccn2)cc1OC
    ?	.
COc1ccccc1Cn1nnc2c(=O)[nH]c(C3CCN(C(=O)c4ccccc4Cl)CC3)nc21
    ?	.
COc1ccc(NC(=O)CC2SC(N3CCCCC3)=NC2=O)cc1OC (centres undefined)
    ?	.
CCN(CC)CCn1c(N)nc2ccccc21
    ?	.
NC(=NC1CCCCC1)c1ccc(Cl)cc1
    ?	.
COC(=O)Cn1c(=NC(=O)c2ccc(Cl)s2)sc2cc(C)ccc21
    ?	.
COc1ccc(CN2CCNC(=O)C2CC(=O)N(C)Cc2nccn2C)cc1OC (centres undefined)
    -24%	-23
COc1cccc(C2=Nn3c(nnc3-c3ccccc3O)SC2)c1
    i	.
Cc1ccc(NC(=O)C2(c3ccccc3)CC2(Cl)Cl)cc1C (centres undefined)
    i	-4
CCN(Cc1cnn(C)c1)Cc1nc(Cc2ccccc2Cl)no1
    ?	.
COc1ccccc1N1C(=O)CC(N(O)c2ccccc2)C1=O (centres undefined)
    ?	.
O=C(CSc1nc2ccccc2o1)N/N=C/c1ccc(C(=O)O)cc1
    ?	.
COc1ccc(-c2nc3ccccc3c(=O)n2N)cc1
    ?	.
CC1CCc2c(C(=O)Nc3ccccn3)csc2C1 (centres undefined)
    4%	-4
COCCCn1c(SCC(=O)Nc2nnc(C)s2)nnc1-c1ccoc1C
    ?	.
CC(=O)Nc1ccc(SCC(=O)O)cc1
    7%	14
CCC(C)c1ccccc1NC(=O)c1[nH]c(C)c(C(C)=O)c1C (centres undefined)
    -24%	-5
COc1ccc(-c2c3c(nc4sc(C(=O)Nc5cc(C)on5)c(N)c24)CCC3)cc1
    ?	.
COc1ccccc1CNC(=O)C(C)NS(=O)(=O)c1ccc(C)cc1 (centres undefined)
    ?	.
COc1ccc(C(=O)Oc2cc(/C=N/NS(=O)(=O)c3ccc(C)cc3)ccc2OC)cc1
    -11%	-16
Cc1ccc(Cl)cc1NC(=O)COC(=O)c1ccccc1O
    ?	.
C=CCOc1ccc2nnc(C)n2n1
    ?	.
